Screening results: PubChem, several laboratories
MgcRacGAP inhibition: MgcRacGAP GTPase-activating activity inhibitors, confirmation, biochemical, ADP Hunter fluorescence; MgcRacGAP-stimulated Rac1 GTP hydrolysis, ADP Hunter fluorescence; higher % means a stronger effect; GST-tagged Rac1 F28L mutant substrate; inhibition, % at 30 µM, or IC50 in µM where a hit was titrated; hit rate 0.6% among 340,000;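 active means first-screen hits whose inhibition reached a set limit at any dose in the follow-up dose series; inconclusive means inhibition above the set first-screen limit but never retested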;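 further: fluorescence reports GDP produced by GAP-driven GTP hydrolysis; strong numbers were not always called active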
K1F lysis inhibition: inhibition of K1F phage lysis, E. coli UTI89, bacterial capsule biogenesis inhibitors, alamar blue (AID 488966). hit rate 0.02% among 340,000. E. coli UTI89 K1F phage lysis, alamar blue, 2 h; higher % means a stronger effect. inhibition, % at 100 µM, or IC50 in µM where a hit was titrated;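 active means phage lysis inhibition, versus mean bacterial control, above a set limit; inconclusive means no clear call, values can overlap the other calls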;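 further: capsule biogenesis inhibitors block K1F phage lysis so surviving cells raise fluorescence; higher fluorescence means more inhibition of phage lysis; actives were called in the ten point dose series up to 300 µM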
NTR1 ag: agonists of NTR1, primary screen, imaging, U2OS cells, beta-arrestin-GFP, high content (AID 493036) | Neurotensin receptor type 1 (Homo sapiens), P30989 | NTR1-U2OS beta-arrestin-GFP spot imaging, agonist mode | activation, % at 20 µM | hit rate 0.17% among 330,000;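 active means activation at or above 40% of the spot to cytoplasm intensity ratio, with at least 20 cells analyzed; inconclusive means wells under 20 cells, flagged as cytotoxic or low count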;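 further: 0% = DMSO without peptide and 100% = 100 nM NTR1 peptide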
Target sequence (P30989 whole entry, looked up): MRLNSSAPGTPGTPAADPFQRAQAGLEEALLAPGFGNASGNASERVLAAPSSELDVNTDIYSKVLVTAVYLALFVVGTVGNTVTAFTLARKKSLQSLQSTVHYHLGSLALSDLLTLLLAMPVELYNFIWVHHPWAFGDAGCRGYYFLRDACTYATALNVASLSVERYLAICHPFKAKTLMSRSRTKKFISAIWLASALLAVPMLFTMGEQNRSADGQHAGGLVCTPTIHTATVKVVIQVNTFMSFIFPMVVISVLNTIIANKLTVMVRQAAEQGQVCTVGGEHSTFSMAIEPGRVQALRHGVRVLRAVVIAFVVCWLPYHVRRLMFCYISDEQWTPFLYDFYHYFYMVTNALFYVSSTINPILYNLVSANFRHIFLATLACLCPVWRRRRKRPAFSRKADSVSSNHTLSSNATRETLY
NTR1 ag cell count 20 µM: further read-out of NTR1 ag, marked with its call; cell count; measured here: cell count, cytotoxicity flag
The depositor's hits bear a star; ? = inconclusive; [ ] = remark or other dose.

Results follow in this order: MgcRacGAP inhibition, K1F lysis inhibition, NTR1 ag, NTR1 ag cell count 20 µM
> COc1ccc(C2C(C(=O)c3sc(C)nc3C)=C(O)C(=O)N2CCCn2ccnc2)cc1 (stereo not given)
    9%, 1.0%, 1.0, 59
> COc1ccc2sc(N(CCCN(C)C)C(=O)c3ccc(S(=O)(=O)N4CCCc5ccccc54)cc3)nc2c1
    11%, -1.3%[50 µM], 18, 64
> CCc1ccc(S(=O)(=O)NCC2(N3CCOCC3)CCCCC2)cc1
    5%, -0.3%[50 µM], 0.9, 88
> CCOc1ccc(OCCC(=O)NNC(=O)c2ccccc2Cl)cc1
    5%, 0.9%[50 µM], -0.7, 58
> COc1ccccc1C(=O)COC(=O)CNC(=O)c1ccc(Br)o1
    10%, -0.7%, -0.2, 43
> Cc1cc(C)n2nc(C(=O)Nc3cc(S(=O)(=O)N4CCCCC4)ccc3C)nc2n1
    1%, 0.4%[50 µM], 1.7, 53
> CS(=O)(=O)c1ccc(N)c(SSc2cc(S(C)(=O)=O)ccc2N)c1
    ?, 1.0%, 4.1, 98
> N#CCCN(C(=S)NC(=O)c1cccs1)c1ccccc1F
    0%, 0.2%[50 µM], -1.5, 72
> CN(C)S(=O)(=O)c1ccc(N2CCCC2)c(C(=O)NC2CCC(O)CC2)c1 (stereo not given)
    3%, 1.1%[50 µM], 0.5, 60
> O=C1c2cc(Br)ccc2OC2C=CC=CC12 (stereo not given)
    3%, 0.1%, -1.0, 75
> O=C(Nc1cccc(S(=O)(=O)N2CCCCC2)c1)c1cncc(Br)c1
    4%, -0.1%[50 µM], -0.3, 86
> O=C(CCc1nc(-c2ccc(F)cc2)no1)NCc1ccccc1CN1CCOCC1
    -2%, 1.2%, -1.2, 71
> COc1ccc(-c2csc(NC(=O)CN3C(=O)C4CC=CCC4C3=O)n2)cc1 (stereo not given)
    4%, 0.6%[50 µM], 1.3, 67
> O=C(COc1cccc2c1CCNC2=O)Nc1ccc(Cl)cc1
    7%, 1.0%[50 µM], 0.8, 44
> CCOC(=O)c1c(C)[nH]c(C(=O)NCc2ccccn2)c1C
    -3%, 0.7%[50 µM], -1.3, 50
> CCCOc1ccccc1OCC(=O)Nc1cc(Cl)ccc1-n1cncn1
    3%, -0.1%[50 µM], 1.7, 73
> COc1ccc(-c2c(C#Cc3ccsc3)c3cc(-c4ccc(CN5CCOCC5)cc4)ccc3n2C)cc1
    4%, 1.1%, 1.8, 47
> CC(C)C(NC(=O)c1c(F)cccc1F)C(=O)N1CCN(S(=O)(=O)c2ccc(F)cc2)CC1 (stereo not given)
    7%, 1.5%, 1.0, 56
> S=C(NCCc1ccccc1)N1CCN(C(=S)NCCc2ccccc2)CC1
    2%, 1.4%[50 µM], 0.1, 54
> CN(Cc1ccccc1)C(=O)COC(=O)COc1ccc(Cl)cc1
    2%, -3.1%, 3.3, 61

(continued)
Results follow in this order: MgcRacGAP inhibition, K1F lysis inhibition, NTR1 ag, NTR1 ag cell count 20 µM
> Cc1ccc(SCC(=O)OC(C)C(=O)NCc2ccccc2)cc1 (stereo not given)
    4%, 0.9%[50 µM], 0.0, 65
> Cc1ccc(S(=O)(=O)/N=C2\C=C(Nc3ccc(O)cc3)C(=O)c3ccccc32)cc1
    78µM*, -1.0%[50 µM], 30, 51
> CCOc1ccc(OCCCC(=O)N2CCN(S(=O)(=O)c3ccccc3C#N)CC2)cc1
    3%, 0.1%[50 µM], -0.6, 47
> Cn1cc(S(=O)(=O)NC2CCCCC2)c(=O)n(C)c1=O
    0%, 1.0%[50 µM], 1.9, 57
> Cc1cc(C)c2nc(N3CCN(C(=O)c4ccco4)CC3)sc2c1
    2%, 3.2%[50 µM], 1.1, 62
> Cc1c(NC(=O)c2ccc(S(=O)(=O)Nc3ccccc3F)cc2)c(=O)n(-c2ccccc2)n1C
    5%, -0.1%, 0.1, 61
> CCOC(=O)c1c(-c2ccccc2)oc2cc(CN(C)C)c(O)c(CN(C)C)c12
    7%, 8.5%, 1.9, 80
> COCCN(C(=O)COC(=O)c1ccc(C)s1)c1c(N)n(Cc2ccccc2)c(=O)[nH]c1=O
    7%, 1.2%[50 µM], 0.2, 59
> Cc1ccnc(NC(=O)C2CC(=O)N(Cc3ccccc3)C2)c1 (stereo not given)
    11%, -1.2%, -1.0, 62
> O=C(Oc1ccc(F)c(F)c1)c1ccc2c(=O)n3c(nc2c1)CCC3
    7%, 1.1%[50 µM], 1.9, 59
> CCCn1c(N)c(N(CCOC)C(=O)CSc2ccccc2)c(=O)[nH]c1=O
    2%, 0.6%[50 µM], -1.2, 71
> COc1ccc(C(=O)OCC(=O)N(C)C2CCS(=O)(=O)C2)cc1Br (stereo not given)
    6%, 2.6%[50 µM], 0.5, 100
> C=CCOC(=O)C1=C[C@H](c2csc3ccccc23)C[C@H](OCc2ccc(CO)cc2)O1
    7%, -0.7%, 14, 62
> N#C/C(=C\c1ccc(O)c(O)c1)C(=O)NCCc1ccccc1
    ?, 4.8%, 2.7, 40
> O=C(CSc1nc2ccccc2c(=O)n1CCCO)Nc1ccc2c(c1)OCCO2
    4%, 2.3%[50 µM], -0.4, 52
> COc1ccc2[nH]c3c(c2c1)CCN1C(=O)C(CC(=O)NCCc2ccccn2)C[C@H](C(=O)N2CCCCC2)[C@@]31C (stereo not given in full)
    11%, 0.0%, 0.3, 54
> O=C(COC(=O)CNC(=O)c1ccccc1)NC(=O)NC1CCCCC1
    3%, 1.5%, -1.4, 56
> O=C1OC(c2ccccc2)Cc2cc(C(=O)N3CCN(c4ccc(F)cc4)CC3)ccc21 (stereo not given)
    11%, -0.1%[50 µM], 1.8, 72
> NC(=O)C[C@H](NC(=O)c1ccc(Cl)cc1)C(=O)OCc1ccccc1
    9%, 0.9%[50 µM], -1.1, 57
> CC(=O)N1CCc2c(sc(NC(=O)c3ccc(S(=O)(=O)N(C)C)cc3)c2C#N)C1
    0%, 0.4%, 1.0, 51

Remaining list, next part:
Compound	MgcRacGAP inhibition	K1F lysis inhibition	NTR1 ag	NTR1 ag cell count 20 µM
CCN1C(=O)[C@H]2[C@@H](c3ccc(-c4ccc(OC)cc4)c(OC)c3)N[C@@](CC(C)C)(C(=O)OC)[C@H]2C1=O	4%	-3.5%	-0.7	58
Cc1ccc(C(=O)OCC(=O)N(C)C2CCS(=O)(=O)C2)cc1S(=O)(=O)N1CCOCC1 (stereo not given)	12%	0.6%[50 µM]	0.1	58
CCN(CC(=O)NC1CCS(=O)(=O)C1)C(=O)COc1ccccc1-c1ccccc1 (stereo not given)	8%	0.4%	-5.8	84
CCCCNC(=O)CN(Cc1ccco1)S(=O)(=O)c1ccc(C(C)=O)cc1	3%	0.6%[50 µM]	-1.5	45
CCn1nnc(-c2ccccc2NC(=O)c2cnccn2)n1	16%	0.1%	-0.3	31
CC[C@]12c3[nH]c4ccc(OC)cc4c3CCN1C(=O)C(CC(=O)NCCCn1ccnc1)C[C@@H]2C(=O)N1CCN(C(=O)C2CC2)CC1 (stereo not given in full)	8%	0.1%	2.7	58
C[C@H](CO)N1C[C@H](C)[C@@H](CN(C)Cc2ccc(Oc3ccccc3)cc2)Oc2ccc(NC(=O)Cn3cnnn3)cc2C1=O	7%	-0.1%	-0.1	43
O=C(/C=C/c1ccc(OC(F)F)cc1)OCC(=O)N1CCC(c2ccccc2)=N1	3%	0.4%[50 µM]	6.4	67
Cc1ccc(S(=O)(=O)N2CCn3cccc3C2C)cc1 (stereo not given)	-3%	0.6%[50 µM]	-0.5	89
COCC(C)n1c(C)cc(C(=O)COC(=O)c2cnc(Cl)c(Cl)c2)c1C (stereo not given)	4%	0.3%[50 µM]	12	46
CC(=O)OCC1=C(C(=O)O)N2C(=O)C(NC(=O)CC(C)c3ccccc3)C2SC1 (stereo not given)	10%	0.2%[50 µM]	-0.9	57
CCOC(=O)C1=CNS(=O)(=O)NC1c1ccc(C(=O)OC)cc1 (stereo not given)	9%	0.2%	-0.1	53

Next section
Compound	MgcRacGAP inhibition	K1F lysis inhibition	NTR1 ag	NTR1 ag cell count 20 µM
Cc1ccnc(NC(=O)C(C)N2C(=O)c3ccccc3S2(=O)=O)c1 (stereo not given)	2%	0.9%[50 µM]	0.3	65
O=C(Nc1ccc(F)c(F)c1)C1CCCCC1	9%	14%	-6.6	96
CC(O/N=C(\N)c1ccccc1)C(=O)Nc1cccc(C(F)(F)F)c1 (stereo not given)	6%	1.4%[50 µM]	-1.8	63
COc1cccc2sc3cc(NCc4ccc(C)o4)ccc3c(=O)c12	9%	-0.8%	4.7	58
CC(C)(C)c1cccc(Cn2nnc3ccccc32)c1O	1%	-1.1%	-2.3	72
Cc1cc(Br)ccc1NC(=O)CN(C)C(=O)c1cc([N+](=O)[O-])ccc1N1CCOCC1	5%	0.5%[50 µM]	-1.5	46
COc1ccc(CCNC(=O)CN2C(=O)C(=O)N(C3CCCC3)C2=O)cc1OC	0%	0.6%[50 µM]	0.2	74
OC[C@H]1OC(O)C[C@@H](O)[C@@H]1O (stereo not given in full)	1%	-4.4%	1.1	64
COc1ccccc1-c1nnc2n1N=C(c1ccc(OC(F)F)c(OCC3CC3)c1)CS2	6%	1.8%	9.4	66
COc1ccc([C@H]2CC(=O)C=C(c3ccc(C)c4ccccc34)C2)cc1	4%	-0.1%	2.6	47
Cc1onc(-c2ccccc2)c1C(=O)NN1CCOCC1	1%	0.8%[50 µM]	-2.4	64
O=C(NCC(c1ccco1)N1CCCC1)c1ccc(Cl)c(S(=O)(=O)N2CCc3ccccc32)c1 (stereo not given)	2%	-0.8%[50 µM]	4.9	44

Other entries follow:
Compound	MgcRacGAP inhibition	K1F lysis inhibition	NTR1 ag	NTR1 ag cell count 20 µM
CN(CC(=O)Nc1c(Cl)cccc1Cl)C(=O)Cc1cccs1	3%	0.3%[50 µM]	-2.3	54
COc1ccc(CCNC(=O)CN2C(=O)NC3(CCCCC3C)C2=O)cc1 (stereo not given)	1%	0.0%	1.7	68
COC(=O)c1c(C)[nH]c(C(=O)C(C)OC(=O)C2CC(=O)N(CCc3ccccc3)C2)c1C (stereo not given)	4%	6.0%	-3.2	48
S=C(Nc1ccc(Cl)cc1)N1CCOCC1	3%	1.1%	0.2	61
COc1ccc(NC(=O)COC(=O)c2ccc(S(=O)(=O)N3CCCC3)cc2)cc1OC	-1%	0.3%[50 µM]	-0.2	69
CCN(Cc1ccccc1)S(=O)(=O)c1cc2c3c(c1)CCN3C(=O)CC2	1%	0.2%[50 µM]	-1.7	54
CC(=O)Nc1ccc(NC(=O)C(=O)NCC(c2ccco2)N2CCc3ccccc3C2)cc1 (stereo not given)	9%	0.7%[50 µM]	0.2	61
Cc1cc(C(=O)C(C)OC(=O)c2ccc(NC(=O)CC#N)cc2)c(C)n1-c1ccccc1 (stereo not given)	5%	-0.5%[50 µM]	8.1	57
CN(CCOc1ccccc1)C(=O)c1cc(S(=O)(=O)N2CCOCC2)ccc1Cl	2%	0.1%[50 µM]	1.7	59
COc1ccc(OC)c(C(=O)N(C[C@H]2CC[C@@H]([C@@H]3CC[C@H](CO)O3)O2)C(C(=O)NC(C)(C)C)c2ccc(-c3ccccc3)cc2)c1 (stereo not given in full)	-1%	-0.2%	5.5	60
O=C(NC(=S)Nn1cnnc1)c1ccccc1	0%	1.7%	-1.4	99
CCOC(=O)N1CCN(C(=O)COc2ccc3oc4c(c3c2)CCCC4)CC1	10%	0.7%[50 µM]	0.7	63

Remaining list, next part
Compound	MgcRacGAP inhibition	K1F lysis inhibition	NTR1 ag	NTR1 ag cell count 20 µM
CN(CC(=O)Nc1ccccc1C(F)(F)F)C(=O)Cc1ccc(S(=O)(=O)N2CCOCC2)s1	2%	1.1%[50 µM]	-0.5	40
COc1ccc(CNC(=O)C2(CC3CC(c4ccccc4)=NO3)CCNCC2)cc1 (stereo not given)	-3%	-0.3%	-2.5	90
O=C(NCCS(=O)(=O)NCc1ccccc1Cl)c1ccccc1	6%	-0.5%	-0.8	61
CCN(CC(=O)NCc1cccs1)C(=O)c1ccc(S(=O)(=O)Nc2ccccc2C)cc1	11%	1.4%[50 µM]	0.0	64

These rows are one share of the data; count on the stated rates, not on these rows.
